C2C12 statin – suppressors of statin myotoxicity in C2C12 myotubes, primary screen, cell-based, single point, plate reader; C2C12 myotubes + simvastatin, ATP luminescence, 48 h; scaled: DMSO 0, geranylgeraniol control 100; rescue of ATP level, % at 7.49 µM; 0.78% of 330,000 active; AID 602340, 2012;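 active = mean ATP rescue above about 67%, or every replicate alone reaching that limit, limit read from the data, passing the limit was not always enough; inconclusive = no clear call, values can overlap the other calls; inactive = mean under the limit and some replicate under it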;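 also: myotubes were challenged with 10 µM simvastatin during compound exposure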
Cneo AK release – Cryptococcus neoformans cell lysis inducers, primary screen, AK release luminescence, single concentration. lysis activity, % at 15 µM. AID 651654, 2012. 0.2% of 360,000 active. C. neoformans lysis, adenylate kinase release luminescence, 4 h; normalised: neutral wells 0, clomiphene wells 100;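 active = mean lysis activity across replicates of at least 80%, whatever share of replicates individually reach that level; inactive = mean lysis activity below 80%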
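Material: C. neoformans cells; Schedule: 4 h static compound exposure, 37 °C, read 1 h post-reagent; Measured by: adenylate kinase release luminescence; Read-out: signal increase indicating cell lysis; Controls: Clomiphene as positive lysis control.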
CFTR F508del cor – F508del CFTR correction, initial screen, CFBE line, single point | CFBE cells, YFP halide quenching; stimulated with forskolin plus potentiator P3; % fluorescence drop versus neutral controls | activity (quench increase), % at 7.58 µM | 0.36% of 350,000 active | AID 720511, 2013;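 active = mean added fluorescence quench of at least 8% versus neutral control, with both replicates also reaching 8%; inconclusive = only one of the mean or replicate conditions met; inactive = mean below 8% and not both replicates reaching 8%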;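 also: cells transiently co-express mutant CFTR-F508del with the halide-sensitive YFP; corrector assay measuring rescue of mutant channel to the surface after 24 h compound exposure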
miR-122 sensor – miR-122 Renilla sensor signal increase in Huh7, primary screen, miR-122 inhibitor project, cell-based, single point, plate reader; activation (reporter increase), % at 12.5 µM; Huh7 miR-122 Renilla luciferase sensor, 48 h; neutral wells = 0, positive control = 100; AID 602342, 2012; 0.3% of 340,000 active;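 active = mean replicate activation score at least 90 and every replicate individually at or above 90; inconclusive = only one of the two criteria met; inactive = neither criterion met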;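 also: higher luciferase means less miR-122 activity so hits act as miR-122 inhibitors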
FN deposit inh – inhibitors of fibronectin matrix deposition, primary screen, AH1F cells, Alexa488-fibronectin fluorescence, plate reader. AID 743247, 2014. inhibition, % at 12.6 µM. AH1F fibroblasts, overnight. 0.086% of 350,000 active;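 active = mean inhibition across replicates of 30% or more, regardless of how many single replicates reach that level; inconclusive = mean under 30% yet at least half of replicates reach 30%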;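 also: positive control wells lacked labelled fibronectin entirely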
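Material: AH1F fibroblast monolayer depositing Alexa488-labelled fibronectin into matrix | Input: 10000 AH1F cells/well | Medium: DMEM plus 2% serum, read in PBS | Reagent: Alexa488-fibronectin, 24 nM final in well | Compound dosing: One dose per compound, pinned | Schedule: 1 h adhesion, overnight exposure | Measured by: Fluorescence at 485 nm excitation, 525 nm emission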
PGC1a acetyl inh – inhibitors of PGC1a acetylation signal, primary screen, cell-based, U2OS, AlphaScreen, inhibitor mode. AlphaScreen anti-acetyl-lysine; with virally co-expressed GCN5 acetyltransferase. inhibition, % at 15.6 µM. 0.17% of 350,000 active. AID 651687, 2012;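 active = every replicate shows inhibition of at least 40%; inconclusive = mean inhibition at least 40% but some replicate below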;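 also: 0% = neutral control wells and 100% = positive control wells; some results beyond the cut were filed as inactive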
PglD inh – C. jejuni PglD acetyltransferase inhibitors, primary screen, biochemical, DTNB colorimetric, single point; inhibition, % at 12.5 µM; 0.098% of 360,000 active; UDP-N-acetylbacillosamine N-acetyltransferase PglD (Campylobacter jejuni); AID 602405, 2012; purified PglD enzyme, DTNB colorimetric CoA detection; in the data active = inhibition above about 16%, passing the limit was not always enough; inconclusive = no clear call, values can overlap the other calls; also: strong numbers were not always called active
GSIS activator – GLuc luminescence reporter in INS-1E cells, primary screen for activators of glucose-dependent secretion of insulin | INS-1E GLuc reporter insulin secretion, 2-3 h | activation, % at 16.6 µM | 0.61% of 370,000 active;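 active = lowest replicate activation of at least 40%, so every replicate reaches that level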;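 also: 0% = median of neutral control wells and 100% = median of IBMX positive control wells; some compounds called inactive have numbers as strong as hits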
* = called active by the depositor; u = inconclusive; x = no result given; [ ] = another dose, or the depositor's remark. Outcome played no part in choosing rows; about 2.1% have a hit in one of these screens.

item	canonical_smiles	Cneo AK release	PglD inh	CFTR F508del cor	C2C12 statin	FN deposit inh	PGC1a acetyl inh	GSIS activator	miR-122 sensor
1	O=C(COC(=O)c1ccccc1[N+](=O)[O-])c1ccc(C2CCCCC2)cc1	-7	1	x	x	x	-16	x	4
2	CCn1c(=O)n(CC)c2cc(N3CCCC3)c(NC(=O)c3ccccc3OC)cc21	6	-1	0.0	-24	1	x	7	x
3	CN(C)C(=O)c1cccc(-c2ccc3c(c2)[C@@H]2[C@@H](CCN2C(=O)Cc2ccncc2)[C@@H](CO)N3)c1	1	0	1.8	-19	-9	3	16	-10[16.7 µM]
4	CC(=O)Nc1ccc(S(=O)(=O)N2CCN(CCC#N)CC2)cc1	-2	3	-5.8	6	-14	13	5	-4
5	CCN(CC)C(=O)C1=C(C)N(Cc2ccc(OC)cc2)C(=O)C(CC(=O)NCCCN(C)C)C1 (stereo unspecified)	2	-3	-2.1	5	2	x	8	-4
6	C[C@@H]1CN([C@H](C)CO)C(=O)c2cc(-c3ccc(F)cc3)cnc2O[C@@H]1CN(C)C(=O)Nc1ccc(F)cc1	x	x	-0.1	10	-3	-2	-18	3[16.7 µM]
7	O=C(O)CNC(=S)N(Cc1ccccc1Cl)C1CCCCC1	x	x	-0.6	x	5	10	-6	x
8	CC(Sc1nncn1C)C(=O)NCc1ccc2c(c1)OCO2 (stereo unspecified)	x	x	-0.9	x	1	-3	18	x
9	CN1CC=C2C(C#N)=C(N)C(C#N)(C#N)[C@H](c3cccs3)[C@H]2C1	-3	-7	x	11	x	-16	x	-2
10	COc1ccc(NC(=O)Nc2cccc3c2O[C@@H](CN(C)CC2CCCCC2)[C@@H](C)CN([C@@H](C)CO)C3=O)cc1	4	-1	3.6	8	x	-13	-4	8[16.7 µM]
11	O=C(Cc1ccccc1)Nc1cccc(S(=O)(=O)N2CCCCCC2)c1	0	4	2.4	-14	4	x	-3	x
12	CCn1c(-c2cc(-c3ccccc3OC)nc3ccccc23)n[nH]c1=S	-1	-1	x	-12	0	-15	14	1
13	C[C@@H]1CN([C@H](C)CO)C(=O)Cc2cc(NS(=O)(=O)c3ccc(Cl)cc3)ccc2O[C@@H]1CN(C)Cc1ccncc1	0	2	2.3	7	4	2	-8	-2[16.7 µM]
14	COc1cccc(CC2CC(=O)N(c3ccc4c(C)cc(=O)oc4c3)C2=O)c1 (stereo unspecified)	-1	-2	-1.3	-4	0	0	-5	-3
15	COc1ccc(N(C(=O)Cn2nnc3ccccc32)C(C(=O)NCc2ccco2)c2cccnc2)cc1 (stereo unspecified)	0	-2	x	81*	x	-5	-2	-2
16	CC1=CC(C)(C)N(C(=O)CN2C(=O)c3ccccc3C2=O)c2ccccc21	-1	-5	1.9	55	x	13	-1	-3
17	S=C(c1ccccc1)N1CCN(c2ccccc2)CC1	0	-2	0.5	13	-3	-1	-8	6
18	Cc1ccc(C)c2[nH]c(=O)c(CCNC(=O)c3ccc(Br)o3)cc12	-2	-6	2.6	11	x	2	-25	-5
19	CCC(=O)N1CC[C@@H]2[C@H](CO)Nc3ccc(-c4ccc(F)cc4)cc3[C@@H]21	-6	1	-1.5	-15	3	-3	7	-14[16.7 µM]
20	Cc1noc(C)c1S(=O)(=O)Nc1ccc2c(c1)C(=O)N([C@@H](C)CO)C[C@@H](C)[C@@H](CN(C)S(=O)(=O)c1ccc(F)cc1)OCCCC[C@H](C)O2	0	15	6.8	x	x	5	-9	-7[16.7 µM]
21	Cc1noc(C)c1C(=O)OCC(=O)C12CC3CC(CC(C3)C1)C2	0	-10	-0.2	4	1	6	9	x
22	c1ccc(-c2sc3ccccc3c2-c2ccc(OCCN3CCCC3)cc2)cc1	0	2	1.4	-3	-9	x	-2	x
23	Cc1ccc2c(c1)-c1cc(C)nn1C(c1ccc3c(c1)OCO3)N2 (stereo unspecified)	x	1	x	-2	-13	0	32	-9
24	O=C(NNc1cc(Cl)ccc1Cl)c1c(F)cccc1Cl	x	x	1.3	4	-1	x	-4	x
25	COCc1cc(C)nc(OCC(=O)N/N=C/c2cccc(OC)c2)c1C#N	6	-5	x	6	x	6	x	1

Looked up by compound from above (2):
item	canonical_smiles	Cneo AK release	PglD inh	CFTR F508del cor	C2C12 statin	FN deposit inh	PGC1a acetyl inh	GSIS activator	miR-122 sensor
8	CC(Sc1nncn1C)C(=O)NCc1ccc2c(c1)OCO2 (stereo unspecified)	x	x	-0.9	x	1	-3	18	x
24	O=C(NNc1cc(Cl)ccc1Cl)c1c(F)cccc1Cl	x	x	1.3	4	-1	x	-4	x

Part of the list above in a different format.
16	CC1=CC(C)(C)N(C(=O)CN2C(=O)c3ccccc3C2=O)c2ccccc21
  Cneo AK release = -1
  PglD inh = -5
  CFTR F508del cor = 1.9
  C2C12 statin = 55
  FN deposit inh = x
  PGC1a acetyl inh = 13
  GSIS activator = -1
  miR-122 sensor = -3
6	C[C@@H]1CN([C@H](C)CO)C(=O)c2cc(-c3ccc(F)cc3)cnc2O[C@@H]1CN(C)C(=O)Nc1ccc(F)cc1
  Cneo AK release = x
  PglD inh = x
  CFTR F508del cor = -0.1
  C2C12 statin = 10
  FN deposit inh = -3
  PGC1a acetyl inh = -2
  GSIS activator = -18
  miR-122 sensor = 3[16.7 µM]

The list goes on.
item	canonical_smiles	Cneo AK release	PglD inh	CFTR F508del cor	C2C12 statin	FN deposit inh	PGC1a acetyl inh	GSIS activator	miR-122 sensor
26	C/C=C/c1ccc2c(c1)O[C@H](CN(C)C(=O)CN1CCOCC1)[C@H](C)CN([C@@H](C)CO)S2(=O)=O	1	-5	-0.8	5	-9	3	2	-4[16.7 µM]
27	COc1ccc(S(=O)(=O)N(C)C[C@@H]2Oc3ccc(NC(=O)NC4CCCCC4)cc3CC(=O)N([C@@H](C)CO)C[C@@H]2C)cc1	0	-4	-0.9	-13	4	8	-17	-7[16.7 µM]
28	O=C1CC(c2ccc(F)cc2)CC2=C1C(c1ccc([N+](=O)[O-])o1)Nc1ccccc1N2 (stereo unspecified)	2	3	-1.3	-4	-4	-2	-4	-1
29	CCN(CC)CCC(=O)Nc1ccc2c(c1)N(C(=O)CN(CC)CC)c1ccccc1CC2	0	-4	x	-16	x	-2	1	-2
30	CC(C)(O)C#Cc1ccc([C@@H]2[C@H]3CN(S(C)(=O)=O)CCCCN3[C@H]2CO)cc1	2	-3	-1.8	6	8	-17	0	2[16.7 µM]
31	Cc1noc(C)c1S(=O)(=O)N(C)C[C@@H]1Oc2ccc(NC(=O)Nc3ccc(F)cc3)cc2CC(=O)N([C@@H](C)CO)C[C@H]1C	0	0	2.2	-17	x	-4	-2	-4[16.7 µM]
32	C=CCN=C1S/C(=C/c2ccc([N+](=O)[O-])cc2)C(=O)N1CC=C	0	5	3.1	x	1	u	0	-6
33	CCC(=O)N(C)CCc1cc2c(c(OC)c1/C=N/Nc1ccc(C(=O)O)cc1)OCO2	x	x	0.9	x	-12	12	26	x
34	C[C@H](CO)N1C[C@H](C)[C@@H](CN(C)C(=O)Nc2ccccc2)OCCCC[C@H](C)Oc2ccc(NS(=O)(=O)c3ccc(F)cc3)cc2C1=O	3	1	0.9	x	-5	2	-16	4[16.7 µM]
35	CN(CC(=O)Nc1nccs1)S(=O)(=O)c1ccc(F)cc1	-5	2	x	5	x	-6	x	2
36	Cc1nnc(SCc2ccc(C(=O)c3ccc(Cl)cc3)o2)n1-c1ccccc1	-2	-3	0.5	4	x	x	-8	5
37	Nc1nc(C(=O)N2CCOCC2)nn1S(=O)(=O)c1ccc(Cl)cc1	1	2	x	1	-7	2	x	-1
38	COCc1nc2ccccc2n1Cc1ccccc1C	3	7	4.1	5	x	1	7	8
39	C[C@@H]1CN([C@@H](C)CO)C(=O)c2cccc(NC(=O)NC3CCCCC3)c2O[C@@H]1CN(C)CC1CCCCC1	3	7	0.8	18	x	10	2	-6[16.7 µM]
40	CN(C(=O)c1cc2sccc2n1C)C1CCCCC1	0	1	x	4	-9	-4	11	1
41	Cc1nc2ccc(S(=O)(=O)NCC(=O)N3CCc4ccccc4C3)cc2s1	-1	-1	x	1	x	-11	x	-5
42	Cc1ccc(C=C2SC(=S)N(CCCC(=O)Nc3cccc(C(=O)O)c3)C2=O)cc1	0	1	-2.4	3	-8	8	-25	1
43	Cc1cc[n+](C2=C([O-])c3ccccc3C(=O)/C2=N\S(=O)(=O)c2cccs2)cc1C	-2	-2	x	8	2	7	-8	3
44	CC(C)(C)NC(=O)c1nc2ccccc2s1	0	1	x	-4	x	15	8	2
45	CCOc1cc(CNCCO)c(Cl)cc1OCC(=O)NCCc1ccccc1	0	-4	x	0	x	-2	-2	x
46	COc1ccc(-c2csc(C(C)(O)c3ccc(OC)cc3)n2)cc1 (stereo unspecified)	-2	6	-0.4	-1	4	-28	-32	1
47	C[C@@H]1CN([C@H](C)CO)C(=O)c2cc(NC(=O)NC3CCCCC3)ccc2O[C@@H]1CN(C)S(=O)(=O)c1ccccc1	54	-2	-0.8	-12	1	-3	-27	37[16.7 µM]
48	Cc1cc(OCCN2CC(C)OC(C)C2)ccc1[N+](=O)[O-] (stereo unspecified)	1	2	x	-17	x	15	-2	5
49	CCOC(=O)C(=O)N/N=C/c1ccc(F)cc1	-5	0	-25	-3	6	1	-3	x
50	COc1cc(/C=C/C(=O)Nc2ccc3[nH]c(=O)[nH]c3c2)cc(OC)c1OC	x	x	0.2	x	-8	-9	-3	x
51	COc1cccc(-c2ccc3c(c2)[C@@H]2[C@@H](CCN2C(=O)C2CCC2)[C@H](CO)N3)c1	4	-2	-1.1	33	6	9	-4	-7[16.7 µM]
52	C[C@@H]1CN([C@H](C)CO)S(=O)(=O)c2ccc(-c3cncnc3)cc2O[C@H]1CN(C)Cc1cncnc1	-2	-5	0.1	-2	x	3	23	-6[16.7 µM]

Along the list, from the results shown.
Nos. 39 to 48 in miR-122 sensor read -6[16.7 µM], 1, -5, 1, 3, 2, x, 1, 37[16.7 µM], 5
Nos. 39 to 48 in PglD inh read 7, 1, -1, 1, -2, 1, -4, 6, -2, 2

Bioassay records from PubChem.
